Screening data (PubChem BioAssay)
Pol beta inh: qHTS Assay for Inhibitors of DNA Polymerase Beta. P06746. Potency, µM (doses to about 114 µM), for inactives: top-dose activity change, negative = inhibition, usual class: inhibitors. Pol beta primer extension/strand displacement, fluorescence kinetic. 1.3% of 340,000 active; also: potency is read from the fitted curve at half-maximal effect; % is scaled to controls: 0 for no effect and ±100 for the full control effect
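Preincubation: enzyme (10 nM) with compound, 15 min, RT. Reaction: substrate added to 50 nM final. Reads: 0 and 10 min. Analysis: normalized, Hill fit.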
Pol kappa inh: qHTS for Inhibitors of Polymerase Kappa; AID 588579, 2011; Potency, µM (highest dose often 107 µM), for the others: top-dose activity, negative = inhibition, most hits filed as inhibitors; purified Pol kappa, fluorescent DNA synthesis assay, 10 min; 0.53% of 400,000 active; DNA polymerase kappa (Homo sapiens), Q9UBT6; also: potency is read from the fitted curve at half-maximal effect; % is scaled to controls: 0 for no effect and ±100 for the full control effect
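Kinetic fluorescence readout at 0 and 10 min followed reaction start with substrate at 50 nM final. Beforehand, enzyme (10 nM Pol kappa) stood 15 min with compound at room temperature; buffer-only wells were negative controls.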
Apoferritin bind: qHTS Assay for Identification of Novel General Anesthetics; 0.074% of 350,000 active; apoferritin/1-aminoanthracene competitive binding, fluorescence; Ferritin light chain (Equus caballus), P02791; Potency, µM (titrated, usually from 77.5 µM), inactives show at the top dose activity change, negative = displacement, hits mostly inhibitors; also: potency is read from the fitted curve at half-maximal effect; % is scaled to controls: 0 for no effect and ±100 for the full control effect; nearly all actives have a fitted effect of over 20% in size
Target sequence (P02791 2-175 limits assumed): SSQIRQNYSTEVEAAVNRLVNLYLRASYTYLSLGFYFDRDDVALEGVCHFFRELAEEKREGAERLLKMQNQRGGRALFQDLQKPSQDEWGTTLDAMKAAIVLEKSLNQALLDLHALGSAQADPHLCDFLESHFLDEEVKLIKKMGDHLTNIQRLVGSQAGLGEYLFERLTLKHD
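Steps: apoferritin (10 uM) was premixed with half-saturated 1-AMA in PBS, compounds were pin-transferred, plates stood 10 min at room temperature, fluorescence was read at 380/535 nm, and curves were fitted with a Hill equation.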
LDHA inh: qHTS assay for inhibitors of human lactate dehydrogenase | 0.15% of 480,000 active | activity change, % (values are at about 110 or 230 µM) | purified LDHA, NADH/diaphorase-resazurin fluorescence; stronger effect = lower value; in the data active = activity change below about -30%; inconclusive = mostly about -25% to -30%;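 also: plate controls were DMSO wells for no effect and wells without enzyme for full effect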
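Enzyme activity of human lactate dehydrogenase 5 (2 nM; 0.06 mM NADH, 0.2 mM pyruvate, 5 min, RT) is measured via a resazurin/diaphorase fluorescence readout of residual NADH.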
APEX1 inh: qHTS Assay for Inhibitors of the Human Apurinic/apyrimidinic Endonuclease 1 (APE1). DNA repair nuclease/redox regulator APEX1 (Homo sapiens), P27695. recombinant APE1, TAMRA/BHQ-2 abasic DNA cleavage fluorescence. Potency, µM (series often up to 65.8 µM), without a hit: at the highest dose activity change, negative = inhibition, usual class: inhibitors. 0.35% of 350,000 active. AID 2517, 2012;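 also: potency is read from the fitted curve at half-maximal effect; plate controls were vehicle for no effect and reference inhibitor for full effect; nearly all actives have a fitted effect of over 55% in size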
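Incision of a quenched TAMRA/BHQ-2 THF abasic-site duplex (50 nM) by 0.75 nM APE1, after 15 min compound preincubation, measured as fluorescence increase over three 60 s reads. Values normalized to buffer, DMSO and NSC13755 control wells.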
BLM helicase inh: qHTS Assay for Inhibitors of Bloom's syndrome helicase (BLM). Potency, µM (titrated, usually from 56.1 µM), for the others: at the highest dose activity change, negative = inhibition, usual class: inhibitors. 0.2% of 350,000 active. recombinant BLM DNA unwinding, fluorescence dequenching;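 also: potency is read from the fitted curve at half-maximal effect; plate controls were vehicle for no effect and no enzyme for full effect; nearly all actives have a fitted effect of over 35% in size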
Pol eta inh: qHTS for Inhibitors of Polymerase Eta; Potency, µM (top dose mostly 114 µM), inactives show top-dose activity change, negative = inhibition, actives largely listed as inhibitors; recombinant Pol eta, fluorescent DNA replication assay; 1.2% of 390,000 active; AID 588591, 2011; also: potency is read from the fitted curve at half-maximal effect; % is scaled to controls: 0 for no effect and ±100 for the full control effect
Target sequence (Q9Y253 whole entry, looked up): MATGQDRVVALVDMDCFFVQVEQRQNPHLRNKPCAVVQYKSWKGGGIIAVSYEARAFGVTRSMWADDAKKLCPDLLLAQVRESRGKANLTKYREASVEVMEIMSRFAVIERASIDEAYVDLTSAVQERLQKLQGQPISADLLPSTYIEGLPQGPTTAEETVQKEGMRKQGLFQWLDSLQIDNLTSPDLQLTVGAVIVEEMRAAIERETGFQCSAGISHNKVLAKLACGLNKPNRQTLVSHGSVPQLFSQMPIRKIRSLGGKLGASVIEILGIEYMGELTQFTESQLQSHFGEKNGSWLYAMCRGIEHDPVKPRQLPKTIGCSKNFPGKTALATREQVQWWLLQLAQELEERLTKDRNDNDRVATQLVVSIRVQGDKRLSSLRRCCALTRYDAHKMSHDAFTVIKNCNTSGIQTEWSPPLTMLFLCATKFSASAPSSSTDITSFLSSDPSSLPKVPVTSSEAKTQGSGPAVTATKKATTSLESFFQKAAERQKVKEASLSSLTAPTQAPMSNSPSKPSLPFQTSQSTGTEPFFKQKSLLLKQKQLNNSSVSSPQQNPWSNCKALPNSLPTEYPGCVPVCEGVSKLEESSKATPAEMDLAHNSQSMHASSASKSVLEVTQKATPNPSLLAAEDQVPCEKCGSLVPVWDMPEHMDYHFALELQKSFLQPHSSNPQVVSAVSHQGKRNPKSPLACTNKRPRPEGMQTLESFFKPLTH
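Pol eta at 10 nM preincubated with compounds 15 min at room temperature; reaction started with fluorescent substrate (50 nM final) and read kinetically at 0 and 10 min.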
Glioma ERSR ind: qHTS for Inducers of the Endoplasmic Reticulum Stress Response (ERSR) in Human Glioma: qHTS | 0.02% of 420,000 active | U87-MG GRP78 promoter luciferase reporter, 16 h | Potency, µM, for the others: at the highest dose activation, hits mostly activators; also: potency is read from the fitted curve at half-maximal effect; series mostly up to about 76 µM; % of control where 0% means no effect; nearly all actives have a fitted effect of over 35% in size
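ERSR induction read as luciferase luminescence (Bright-Glo, 10 min at room temperature) in stably transfected human U87-MG glioma cells exposed to compounds for 16 h, using GRP78 as sensor.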
POLI inh: qHTS for Inhibitors of Polymerase Iota. DNA polymerase iota (Homo sapiens), Q9UNA4. Pol iota fluorescent replication assay, 10 min. Potency, µM (doses to about 115 µM), inactives show top-dose activity, negative = inhibition, usual class: inhibitors. 1% of 390,000 active. AID 588590, 2011; also: potency is read from the fitted curve at half-maximal effect
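Fluorescent replication assay read twice, at 0 min and 10 min after adding 50 nM (final) substrate. Enzyme (10 nM) and compounds were first incubated 15 min at room temperature; enzyme-free buffer wells were negative controls.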
Active calls of the source: *; u = inconclusive; x = not tested or not shown; [ ] = another dose, or the depositor's remark. Unless noted, calls follow the shape of the dose curve; as a rule, active = well fitted curve in the direction sought with a large enough effect; inconclusive = small, poorly fitted or top-dose-only effect, or another doubt; inactive = no such curve, though single readings can be large; an effect the other way counts as inactive or inconclusive. This is a subset; count on the stated rates, not on these rows.

Screens in order – Pol beta inh	Pol kappa inh	Apoferritin bind	LDHA inh	APEX1 inh	BLM helicase inh	Pol eta inh	Glioma ERSR ind	POLI inh
> O=C(NC(Cc1ccccc1)C(=O)O)c1ccc(S(=O)(=O)N2CCCCC2)cc1 (stereo unspecified)
 : 0%	-8%	-17%	-12	3%	3%	-8%	0%	2%
> Cc1nc(N2CCC(C(N)=O)CC2)c2nnn(Cc3ccccc3)c2n1
 : 0%	0%	-2%	-6	-3%	-3%	-6%	-4%	13%
> O=C(Cc1ccccc1[N+](=O)[O-])OCC(=O)c1ccccc1Br
 : x	-2%	x	-12	-1%	x	-5%	0%	3%
> O=C(NCCc1ccc(F)cc1)C(=O)NCC(c1ccco1)S(=O)(=O)c1cccs1 (stereo unspecified)
 : 31%[activator]	-9%[60.1 µM]	1%	-15	x	1%	-11%	-4%	-2%
> O=C(Nc1ccc(Oc2ccc(NC(=O)C3CCCO3)cc2)cc1)C1CCCO1 (stereo unspecified)
 : u	0%	-11%	-1	-5%	-9%	2%	2%	17%
> O=C(O)CCNS(=O)(=O)c1ccccc1C(F)(F)F
 : -17%	-1%	-12%	-8	-3%	-1%	-5%	-3%	122%[activator]
> Cc1onc(-c2c(Cl)cccc2Cl)c1C(=O)N1C=CC(C(F)(F)F)=NCC1
 : 1%	-8%	-1%	3	4%	-5%	-11%	1%	-2%
> Cc1ccccc1NC(=O)NNC(=O)c1ccc2ccccc2c1
 : 30%	-2%	-6%	-1	12%	-3%	-13%	4%	31%[activator]
> O=C(NC1CCCCC1)NC1(C(=O)N2CCN3CCCC3C2)CCCCC1 (stereo unspecified)
 : 6%	10%	-1%	-2	6%	-1%	-10%	-6%	2%
> Oc1ccc(N2CCN(C(c3ccccn3)c3nnnn3C3CCCC3)CC2)cc1 (stereo unspecified)
 : 2%	0%	0%	26	18%	2%	11%	-4%	-17%

The last 5 entries of the section before lead into the next.
Screens in order – Pol beta inh	Pol kappa inh	Apoferritin bind	LDHA inh	APEX1 inh	BLM helicase inh	Pol eta inh	Glioma ERSR ind	POLI inh
> O=C(O)CCNS(=O)(=O)c1ccccc1C(F)(F)F
 : -17%	-1%	-12%	-8	-3%	-1%	-5%	-3%	122%[activator]
> Cc1onc(-c2c(Cl)cccc2Cl)c1C(=O)N1C=CC(C(F)(F)F)=NCC1
 : 1%	-8%	-1%	3	4%	-5%	-11%	1%	-2%
> Cc1ccccc1NC(=O)NNC(=O)c1ccc2ccccc2c1
 : 30%	-2%	-6%	-1	12%	-3%	-13%	4%	31%[activator]
> O=C(NC1CCCCC1)NC1(C(=O)N2CCN3CCCC3C2)CCCCC1 (stereo unspecified)
 : 6%	10%	-1%	-2	6%	-1%	-10%	-6%	2%
> Oc1ccc(N2CCN(C(c3ccccn3)c3nnnn3C3CCCC3)CC2)cc1 (stereo unspecified)
 : 2%	0%	0%	26	18%	2%	11%	-4%	-17%
> O=C1NN(c2ccccc2)C(=O)/C1=C\c1ccccc1OCC(=O)N1CCOCC1
 : -1%	-11%	-14%	0	-4%	-2%	-6%	-1%	-5%
> C[C@@H]1CN([C@H](C)CO)C(=O)c2cccc(NC(=O)Nc3ccc(F)cc3)c2O[C@H]1CN(C)C(=O)Nc1ccc(C(F)(F)F)cc1
 : x	5%	x	6	-16%	x	u	-4%	9%
> COC(=O)C(CCSC)NC(=O)C1CCN(c2ncnc3c2nc2n3CCCCC2)CC1 (stereo unspecified)
 : 81%	9%	2%	-1	x	0%	11%	u	16%
> CCCOC(=O)c1ccc(Oc2c(-c3ccc(O)cc3O)n[nH]c2C)cc1
 : u	0%	u	-1	-9%	-10%	-19%	5%	u
> CC(=O)C(C(C)=O)c1c(Cl)c(O)c(O)c2c(C(=O)c3ccccc3)coc12
 : u	u	u	18	-1%	-11%	-7%	-13%	u
> COc1ccc(N(C)S(=O)(=O)c2cccc(C(=O)N3CCN(Cc4ccc5c(c4)OCO5)CC3)c2)cc1
 : x	-1%	x	5	12%	x	-7%	-3%	24%
> COc1ccccc1C(C)NC(=O)c1ccc(S(=O)(=O)NCc2ccco2)cc1 (stereo unspecified)
 : x	-7%	x	-10	6%	x	-6%	0%	19%
> O=C(O)c1ccccc1NC(=O)C(Cc1ccccc1)N1C(=O)c2ccccc2C1=O (stereo unspecified)
 : 23%	-1%	-5%	-9	-12%	0%	2%	0%	-26%
> COc1ccc(COCC(O)CN2CCC(C(N)=O)CC2)cc1 (stereo unspecified)
 : 9%	10%	1%	0	-2%	0%	-8%	-2%	u
> O=[N+]([O-])c1ccc(CN2CCOCCOCCOCC2)cc1
 : 24%	3%	1%	5	9%	-8%	-14%	-3%	9%
> CN1CCN(C(=O)C2=C[C@@H](c3ccc4c(c3)OCO4)C[C@@H](OCc3ccc(CO)cc3)O2)CC1
 : 4%	-6%	-4%	-1	-1%	1%	-1%	-2%	u
> O=c1[nH]c(NCCO)nnc1Cc1ccc(Cl)cc1
 : -1%	-2%	5%	-6	21%	-1%	1%	3%	95%[activator]
> Cn1c(CSCc2ccc(F)cc2)nnc1SCC(=O)Nc1cccc(C(=O)O)c1
 : 8%	-5%	-6%	-10	4%	0%	1%	-1%	-1%
> Cc1ccccc1NC(=O)CN1C(=O)c2cccnc2Oc2ccc(Cl)cc21
 : 23%	17%	6%	-1	4%	-5%	-9%	0%	26%
> CCN1CCN(Cc2ccc(NC(=O)c3ccc(C)c(NC(=O)c4ccnnc4)c3)cc2C(F)(F)F)CC1
 : -1%	-10%	-12%	1	1%	7%	-11%	-3%	-2%
> CC1CCCN(C(=O)COc2ccc(Nc3ccccc3)cc2)C1 (stereo unspecified)
 : 2%	1%	18µM*	4	1%	-7%	-19%	-4%	31%[activator]
> Cc1ccc2nc(NC(=O)CSCc3ccccc3)sc2c1
 : 2%	-15%	-11%	-12	1%	-3%	2%	-2%	7%
> CC12C(=O)N(Cc3ccco3)C(=O)C1C1c3ccccc3C2c2ccccc21 (stereo unspecified)
 : -7%	-9%	-21%	1	0%	-9%	-12%	-5%	6%
> CC(=O)c1ccc(Sc2ccccc2N)c([N+](=O)[O-])c1
 : u	-3%	-13%	-4	2%	-11%	-5%	1%	14%
> COC(=O)[C@H](Cc1ccc(O)cc1)NC(=O)Cn1ccc(NC(=O)OCc2ccccc2)nc1=O
 : x	-7%	x	-7	-9%	x	-9%	-2%	15%
> COc1cc(OC)cc(C(=O)NNC(=O)Cc2cccs2)c1
 : x	u	x	-5	-9%	x	u	-2%	u
> COc1cccc(/C(O)=C2/C(=O)C(=O)N(CCN(C)C)C2c2ccccn2)c1 (stereo unspecified)
 : 10%	-7%	-21%	1	6%	0%	-15%	-15%	u
> COc1cc(/C=C2\SC(=Nc3cccnc3)NC2=O)cc(OC)c1OC
 : 23%	-4%	-1%	-9	13%	-5%	u	-2%	60%[activator]
> O=C(c1cccs1)c1cn(CCOc2ccc(Cl)cc2)c2ccccc12
 : 3%	-19%	1%	-7	x	-1%	-13%	-4%	10%
> O=C1C2CCCCN2C(=O)N1CCCCN1CCN(c2ccccc2Oc2ccccc2)CC1 (stereo unspecified)
 : 3%	1%	-14%	-3	5%	-2%	2%	-2%	u
> Cc1ccc(NC(=O)CSc2nc(=O)n(Cc3ccccn3)c3c2CCC3)cc1F
 : 32%[activator]	-11%[60.1 µM]	-18%	-5	x	-3%	-8%	-3%	-3%
> Cc1cccc(NC(=O)c2cccc(N3C(=O)CCC3=O)c2)c1
 : 0%	3%	-5%	-1	11%	-1%	-8%	-1%	5%
> COc1cccc(Nc2ncc3nc(C)c(=O)n(CCC#N)c3n2)c1
 : x	-9%[60.1 µM]	x	x	1%	-5%	x	0%	x
> c1cncc(-c2nn[nH]n2)c1
 : 32%	-13%	-5%	-4	-6%	-4%	-5%	-4%	6%
> Cn1cc(CN2CCC(n3nccc3NC(=O)Cc3ccccc3)CC2)cn1
 : -28%	-8%	-2%	-7	38%	2%	-17%	-4%	15%
> CCCCCc1ccc(S(=O)(=O)Nc2cc(C)ccn2)cc1
 : 40%	-4%	-4%	3	15%	-1%	-27%	-2%	150%[activator]
> CN1CCN(S(=O)(=O)c2cccc(S(=O)(=O)c3ccc(Cl)cc3)c2)CC1
 : 1%	-9%	-13%	-19	12%	-9%	-13%	-3%	-7%
> O=S(=O)(NC1CCCCC1)c1ccc(N2CCOCC2)nc1
 : 15%	-17%	0%	-4	-2%	-1%	-14%	-3%	28%
> CC(=O)c1cccc(CN2CCC(n3nccc3NC(=O)CCOc3ccccc3)CC2)c1
 : -8%	-9%	-9%	-3	29%	-2%	-15%	-4%	14%
> COc1cc(C2/C(=C(\O)c3ccc4c(c3)CC(C)O4)C(=O)C(=O)N2c2nnc(C)s2)cc(OC)c1OC (stereo unspecified)
 : 0%	9%	-5%	0	-5%	-1%	1%	0%	19%
> CC(C)(C)C(=O)OCc1cc(=O)n2nc(C3CCCCC3)sc2n1
 : 6%	0%	-10%	-3	x	-1%	-17%	4%	24%
> COc1ccccc1-c1sc2ccccc2c1-c1ccc(C(C)=O)cc1
 : 15%	-2%	-22%	-19	11%	-4%	-19%	5%	-16%
> CCCCCNC(=O)c1ccc2c(=O)n(CCCOCC)c(=S)[nH]c2c1
 : 29%	-7%	-7%	-2	-1%	-5%	-25%	-2%	u
> CC(C)Cc1nc(N2CCN(C(=O)c3ccco3)CC2)c(C#N)c2c1CCC2
 : -1%	-18%	-20%	1	-1%	-16%	u	-4%	-2%
> NS(=O)(=O)c1cc2c(cc1Cl)N[C@@H]([C@@H]1C[C@@H]3C=C[C@H]1C3)NS2(=O)=O
 : x	-10%[19.4 µM]	x	x	-9%	-6%	x	-5%	x
> CCCCn1c(N)c(N(CCOC)C(=O)COC(=O)CCOc2ccccc2)c(=O)[nH]c1=O
 : x	-2%	x	-11	-16%	x	-11%	-1%	11%
